Screening results as filed in PubChem BioAssay.
Y pestis TopoI: Yersinia pestis topoisomerase I inhibitors, primary screen, biochemical, cleavage product accumulation, plate reader, single point; 360,000 compounds, 0.064% hits; Y. pestis Topo-I cleavage product accumulation; activity, % at 10 µM; in the data active means activity above about 50%, passing the limit was not always enough; inconclusive means no clear call, values can overlap the other calls; further: inactives centre near 2
FadD28 binding: inhibitors of FadD28 bisubstrate probe binding, primary screen, biochemical, fluorescence polarization, single point. Mycobacterium tuberculosis FadD28 fatty-acid-AMP ligase. inhibition, % at 12.5 µM. 360,000 compounds, 0.22% hits. AID 588549, 2011; in the data active means inhibition above about 8.5%, passing the limit was not always enough; inconclusive means no clear call, values can overlap the other calls
TcdB GH inh: TcdB glycohydrolase inhibitors, primary screen, biochemical, single point, plate reader; AID 652162, 2013; inhibition, % at 9.99 µM; 350,000 compounds, 0.24% hits; TcdB glycohydrolase enzymatic assay; Toxin B (Clostridioides difficile), P18177; in the data active means inhibition above about 10%
BoNT-F LC inh: BoNT/F light chain protease inhibitors, primary screen, biochemical, flow cytometry, MLPCN library; Botulinum neurotoxin type F light chain protease (Clostridium botulinum); Multiplex microsphere protease cleavage assay; inhibition, % at 10 µM; 360,000 compounds, 0.22% hits; in the data active means inhibition above about 35%, passing the limit was not always enough; inconclusive means no clear call, values can overlap the other calls; further: plate controls were buffer without enzyme for full effect and enzyme alone for no effect
PrPC surface inh: inhibitors of human cell surface prion protein PrPC, primary screen, cell-based, TR-FRET; 370,000 compounds, 0.43% hits; Major prion protein (Homo sapiens), P04156; TR-FRET read-out; inhibition, % at 13.8 µM; in the data active means inhibition above about 24%; further: 0% = median of the test wells and 100% = reference compound wells
Anthrax LF inh2: Bacillus anthracis LF protease inhibitors, primary screen, biochemical, multiplex microsphere, MLPCN library | Lethal factor (Bacillus anthracis), P15917 | multiplex microsphere protease cleavage assay | inhibition, % at 10 µM | 360,000 compounds, 0.12% hits | AID 588501, 2011; further: plate controls were buffer without enzyme for full effect and enzyme alone for no effect
BoNT-A LC inh2: BoNT/A light chain protease inhibitors, primary screen, biochemical, flow cytometry, MLPCN library | Botulinum neurotoxin type A light chain protease (Clostridium botulinum A str. ATCC 3502) | multiplex microsphere protease substrate cleavage | inhibition, % at 10 µM | 360,000 compounds, 0.17% hits | AID 588499, 2011; further: plate controls were buffer without enzyme for full effect and enzyme alone for no effect
PfHsp40 yeast: rescue of yeast from PfHsp40 toxicity, primary screen, S. cerevisiae, ATP luminescence. growth rescue, % at 12.5 µM. 340,000 compounds, 0.68% hits. S. cerevisiae expressing PfHsp40, growth rescue. AID 504582, 2011; in the data active means growth rescue above about 28%, passing the limit was not always enough; inconclusive means no clear call, values can overlap the other calls;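 further: yeast W303a lacking pdr1 and pdr3 grown in galactose medium; growth measured after three days at 30 °C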
CCHF vOTU inh: CCHFV vOTU protease inhibitors, primary screen, biochemical, Pep-AMC substrate, fluorescence; inhibition, % at 11.5 µM; Crimean-Congo hemorrhagic fever virus L polyprotein viral ovarian tumor (vOTU) protease …; 370,000 compounds, 0.55% hits; in the data active means inhibition above about 30%; further: 0% = vehicle wells with enzyme and 100% = no enzyme wells
* = called active by the depositor; ? = inconclusive; / = no result given. Unless noted, no stated cut-off is given here; in the data, active means inhibition above about 30%; inconclusive means no clear call, values can overlap the other calls; inactive means below that.

Results follow in this order: BoNT-F LC inh	CCHF vOTU inh	BoNT-A LC inh2	PfHsp40 yeast	FadD28 binding	TcdB GH inh	PrPC surface inh	Y pestis TopoI	Anthrax LF inh2
> CS/C(=C\[N+](=O)[O-])Nc1ccc(C)cc1
 : -4	0	0.2	-1.4	2.2	0.3	-5	2	0
> O=C(Nc1nnc(SCC(=O)N2CCCCC2)s1)C1CCCCC1
 : 27	-2	1.1	0.0	-2.2	/	-3	0	-2
> O=C(C[C@@H]1C/C=C\CCC(=O)OC[C@@H]2CCCN2C1=O)N[C@H](CO)Cc1ccccc1
 : -1	1	-0.1	0.4	-1.4	1.5	-1	-2	-4
> COCCNC(=O)c1ccccc1-c1ccccc1C(=O)O
 : -8	-5	-0.2	0.5	1.0	/	2	1	1
> COc1ccccc1NC(=O)N1CCC(C(=O)c2ccc(Cl)cc2)CC1
 : 0	5	-0.5	-0.2	-4.2	1.2	4	29	-4
> Cc1cc(C(=O)CNCc2ccco2)c(C)n1-c1ccc(F)cc1
 : -7	-5	-0.6	0.5	-0.8	/	4	7	-8
> Cc1ccc2c(Cl)c(C(=O)NCc3cccnc3)sc2c1
 : 0	-4	?	-0.6	-5.6	/	29*	34	2
> O=C(N/N=C/c1c(F)c(F)c(F)c(F)c1F)c1ccc(Cn2cc(Br)cn2)o1
 : 12	-3	2.4	2.2	-5.5	1.4	-2	-1	-3
> CCN(CC)P(=O)(Oc1cccc(C)c1)N(CC)CC
 : 6	32*	0.6	-0.4	-0.5	/	7	3	-3
> CC1CCN(C(=O)CSc2nc3c(cnn3-c3ccc(Cl)cc3)c(=O)[nH]2)CC1
 : -8	25	0.4	0.7	-1.8	-5.4	3	4	-3
> COc1ccc(C)cc1NC(=O)CN1c2cccc3cccc(c23)S1(=O)=O
 : 1	18	-0.8	1.0	-1.3	0.8	3	20	-9
> CC[C@@]12C(=O)N(c3cccc(Br)c3)C(=O)N1[C@H](c1cccc(C)c1)[C@@H]1C(=O)N(Cc3ccccc3)C(=O)[C@@H]12
 : -4	1	-0.8	0.7	-15	/	5	16	-3
> O=S(=O)(CC(O)COc1ccccc1Cl)c1ccccc1 (stereo not given)
 : -5	1	0.6	0.1	-3.7	/	5	4	-1
> Cc1ccc(S(=O)(=O)NCCC(=O)NC(C)c2ccccc2)cc1 (stereo not given)
 : 6	-15	0.6	0.4	-1.9	1.8	8	-4	-1
> Cc1cccc(C(=O)NC(=S)Nc2cccc3nc(C)ccc23)c1
 : 6	6	0.1	2.6	-4.2	0.8	-2	34	3
> COC(=O)c1c(C(=O)OC)c(-c2ccc(OC)cc2)n2c1CS(=O)C2 (stereo not given)
 : 7	-5	0.2	-0.4	0.6	0.2	4	12	6
> COc1cccc(CN2CC(C(=O)N(C)Cc3ccc(C)cc3)CCC2=O)c1 (stereo not given)
 : /	7	/	1.1	-0.6	0.4	-6	15	/
> CCC(C)NC(=O)CSc1nc2ccccc2c(=O)n1CCCN1CCCCC1 (stereo not given)
 : ?	9	1.5	-0.5	-1.0	0.3	-12	1	-5
> S=c1[nH]nc(C2CC2)n1Cc1ccccc1
 : -2	10	-0.9	-1.4	-2.3	2.6	2	4	-6
> CCCNC(=O)c1ccc(SC)cc1OC
 : -18	0	0.9	-1.3	0.2	/	6	7	0
> COc1cccc(N=C(N)N)c1
 : 0	7	0.6	0.1	0.4	0.1	9	1	0
> COc1cc(OC)c(NC(=O)c2sc3ncn(CC(=O)N4CCOCC4)c(=O)c3c2C)cc1Cl
 : -4	-7	-0.8	-0.9	-1.5	-0.5	-2	1	-4
> CCN(CC)CCn1c(-c2ccccc2)nc(=S)c2c1CC(C)(C)OC2
 : -8	16	0.4	-0.6	-2.1	/	14	-7	0
> C=CCNC(=S)NNC(=O)c1cc(O)ccc1O
 : 3	-2	0.0	-1.9	-1.2	-8.9	-7	-15	0
> CC(C)=CC(O)C/C(C)=C/COc1ccc2ccc(=O)oc2c1 (stereo not given)
 : 5	-66	0.0	-0.6	-4.1	-6.1	6	2	6
> CCNC(=S)/N=C(/Nc1ccc(OC)cc1)Nc1nc(C)cc(C)n1
 : -3	-5	0.0	/	-1.9	-1.0	2	-3	-9
> COc1cc(OC)cc(C(=O)N2CCN(S(=O)(=O)c3ccc4c(c3)OCCO4)CC2)c1
 : 5	7	0.1	/	-0.9	1.4	-6	26	0
> O=C(c1ccc(Cl)cc1)N1CCN=C1c1ccccc1
 : -4	-5	0.6	0.2	-0.8	0.1	-7	2	-1
> O=C(NC1=NCCS1)c1cccc2ccccc12
 : -4	11	0.1	?	-2.7	1.0	-2	4	-1
> CCOC(=O)c1ccc(NC(=S)N2CCC(O)CC2)cc1
 : -10	4	-1.8	-0.1	-0.2	1.4	10	-8	-4
> CN1C(=O)c2ccc(C(=O)NCc3ccccc3)cc2C1=O
 : 0	13	-0.1	-0.2	-3.1	/	-8	-1	-2
> Cc1ccccc1NC(=S)NCc1cccn1C
 : -10	9	0.8	-0.1	-3.1	1.1	5	-2	-1
> CCOC(=O)c1ccc(-n2c(C)nc3c(cnn3-c3ccc(Cl)cc3)c2=O)cc1
 : -3	-13	-0.2	2.1	-1.8	/	1	-3	-4
> CCOC(=O)[C@H]1[C@H]2COc3ccc(C)cc3[C@@H]2N2C(=O)CN(Cc3ccco3)C(=O)[C@@]12C
 : -10	-2	0.4	0.7	-0.1	0.8	-1	18	-2
> COc1ccc(N2CC(C(=O)Nc3nnc(SCC(=O)NCc4ccco4)s3)CC2=O)cc1 (stereo not given)
 : -9	-5	-2.6	0.1	-4.3	-0.2	3	-2	-4
> O=C(O)CSc1cc(C(=O)c2ccccc2O)cn2c(=O)c3c4c(sc3nc12)CCCC4
 : 9	1	1.7	0.1	-2.0	1.1	-6	-2	-2
> COc1cc(/C=C2\SC(=S)N(NS(=O)(=O)c3ccccc3)C2=O)cc(OC)c1OC
 : -15	8	-1.0	41*	0.6	0.3	-12	13	-18
> COCCOC(=O)C1=C(N)OC2=C(C(=O)CCC2)C1c1cccnc1 (stereo not given)
 : 10	-36	1.4	-0.7	0.1	/	-9	7	-6
> CNC(=S)N1CCC(c2nc3ccccc3s2)CC1
 : -3	9	0.5	-1.4	-3.5	-0.4	-2	4	-4
> COCCn1nnnc1CN1CCC(NC(=O)c2ccc(Br)cc2)CC1
 : -2	7	0.3	0.0	-0.5	/	-6	6	-3
> Cc1ccc(-n2c(C)cc(C(=O)COC(=O)c3ccc[nH]c3=O)c2C)cc1
 : 3	4	0.6	3.2	-0.6	/	-3	-1	2
> O=c1ccc(OCCOc2ccccc2)nn1-c1ccccc1
 : -3	-10	0.5	-0.2	-0.2	0.3	-6	-8	-1
> Cc1ccc(C2CC2C(=O)NNC(=S)Nc2cccc(Cl)c2)cc1 (stereo not given)
 : -4	21	-1.1	79*	-14	/	14	0	-2
> Cc1cc(NC(=O)CSc2nnc3c(C)cc4c(C)ccc(C)c4n23)no1
 : -3	-5	0.0	0.1	-4.6	/	-38	7	0
> OC(c1ccccc1)(c1ccc(F)cc1)C(c1ccccc1)N1CCOCC1 (stereo not given)
 : -2	/	-0.3	1.0	-2.1	1.2	/	21	3
> CCC(=O)Nc1cccc(C(=O)Nc2nccs2)c1
 : -5	-7	0.4	0.5	-0.6	0.4	-4	2	-2
> CCN1C(=O)CC(C(=O)Nc2ccc(F)cc2)SC1=Nc1ccc2c(c1)OCO2 (stereo not given)
 : 11	1	-0.1	0.2	-2.1	/	-1	-2	-3
> O=C1c2ccsc2SCCN1Cc1c(F)cccc1Cl
 : -3	-5	-0.9	-0.9	-1.8	2.0	8	4	-1
> Cn1cc(/C=C(\C#N)C(=O)Nc2ncc(Cc3ccc(Cl)cc3)s2)c2ccccc21
 : -5	-6	10	3.8	0.6	/	2	-8	2
> COc1ccc(NC(=O)CN(C)C2CCCCC2)c([N+](=O)[O-])c1
 : -4	13	-0.1	0.9	0.1	-0.5	5	-2	-2
> Cc1ccc(S(=O)(=O)N2[C@@H](c3ccc(Cl)c(Cl)c3)C(C(=O)O)=C[C@H]2C(C)(C)C)cc1
 : -3	/	-0.4	2.2	-26	/	/	1	-6
> O=S(=O)(c1ccccc1)N1CCC(O)(CN2CCN(c3ccccc3)CC2)CC1
 : 4	6	-2.7	-1.6	-1.1	1.2	-2	0	1
> CN(C)c1ccc(C=NNC(=O)c2cccnc2)cc1
 : 14	8	0.3	-1.3	-0.1	-3.5	-1	-8	-1
> O=C(c1ccc(F)cc1)c1cn[nH]c1-c1ccccc1O
 : -5	-12	-0.6	-0.9	-3.4	/	0	3	-2
> COc1ccccc1CN(C)C(=O)CN1CCN(CC(=O)Nc2ccccc2Cl)CC1
 : -10	-5	-0.3	-0.1	-1.7	0.9	-14	16	-2
> Cc1cc(NC(=O)CSCC(=O)Nc2nc3ccccc3[nH]2)no1
 : /	-10	/	-0.1	-2.8	0.1	-1	6	/
> Cc1nnc(NC(=O)CSc2nc3c(c(=O)n(C)c(=O)n3C)n2C(C)C)s1
 : 4	0	1.3	-0.3	-4.4	0.8	4	1	-1
> Cc1ccc(CC(=O)N(C)CC(=O)N(CC(C)C)c2c(N)n(CC(C)C)c(=O)[nH]c2=O)cc1C
 : 1	-6	-0.8	-1.6	-3.2	0.5	1	-9	2
> CC[n+]1ccc(/C=C2\Sc3ccccc3N2CCCS(=O)(=O)[O-])c2ccccc21
 : -12	-3	0.3	-0.4	-3.6	0.9	-15	1	-1
> OCCCNc1c2ccccc2nc2ccccc12
 : 19	-45	-2.0	0.9	-1.2	-1.1	2	-19	-1

Later entries
Results follow in this order: BoNT-F LC inh	CCHF vOTU inh	BoNT-A LC inh2	PfHsp40 yeast	FadD28 binding	TcdB GH inh	PrPC surface inh	Y pestis TopoI	Anthrax LF inh2
> O=C(NC1CCCC1)C(c1ccncc1)N(C(=O)Cn1nnc(-c2ccccc2F)n1)c1cccc(F)c1 (stereo not given)
 : -12	-11	-1.2	-1.0	-0.2	0.7	7	3	-4
> CN(C(=O)C1CCN(S(=O)(=O)c2cccs2)CC1)C1CCCCC1
 : -9	-19	-1.2	-1.1	0.4	-0.5	1	4	-5
> COCC(=O)Nc1cc(C)cn(Cc2c(F)cccc2Cl)c1=O
 : ?	-13	-6.1	-1.3	-2.3	-1.0	-3	4	10
> S=c1[nH]nc(Cc2cccc3ccccc23)n1-c1ccccc1
 : -9	-4	0.4	-0.2	-2.4	/	7	3	3
> CC(C)CCn1c(=O)c(C(=O)NCc2ccco2)c(O)c2ccccc21
 : ?	-7	0.9	5.4	-2.8	0.2	4	-1	-6
> COc1ccc(C2=NN(C(=O)c3ccco3)C(c3ccco3)C2)cc1OC (stereo not given)
 : -1	7	-2.5	0.4	/	0.1	4	8	-4
> O=C(NNC(=O)c1ccc(Cl)c(S(=O)(=O)Nc2ccc(Cl)cc2)c1)c1ccc(=O)[nH]c1
 : ?	-3	-1.1	-1.1	3.2	-1.0	11	-1	-3
> CN1CCC(N(C)CC(=O)Nc2cccc(Oc3ccccc3)c2)CC1
 : 3	-1	-0.9	0.2	-3.7	/	-7	-6	-12
> NC(=O)N1N=C2/C(=C/c3ccccc3)CCCC2C1c1ccccc1 (stereo not given)
 : 1	1	-1.1	-0.3	-8.0	-0.5	3	18	0
